EBNA-1 inh – blocks EBNA-1 binding to DNA; inhibition, % at 14.8 µM; actives 0.34% (n = 300,000); EBNA-1 DNA binding, fluorescence polarization; in the data active means inhibition above about 28%
proCasp7 act – counter-screen: procaspase-7 (human) activation; P55210; recombinant procaspase-7, Ac-DEVD-pNA absorbance 405 nm; D23A/D198A/D206A triple mutant, cannot self-cleave; scale: DMSO 0, 5 µM enzyme 100; activation, % at 8.5 µM; actives 0.093% (n = 330,000); AID 463210;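 active means percent activation above the screen-wide mean plus 3 SD, cut at about 25% in these data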
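Detection: p-Nitroaniline absorbance at 405 nm, read at 0 and 120 min; system: Uncleavable procaspase-7 mutant enzyme; evaluation: % activation from two-timepoint absorbance difference, scaled to controls; times: 1 h enzyme–compound preincubation and 2 h substrate reaction, both 25 °C; buffer or medium: Zinc-free HEPES pH 7.4 with 300 mM NaCl, 0.01% Triton X-100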
MEP2 TOR yeast – yeast TOR pathway MEP2-GFP modulation. GFP response vs DMSO, % at 10 µM. actives 0.51% (n = 330,000). S. cerevisiae MEP2-GFP strain, flow cytometry GFP, 3 h; 100% = DMSO control level. AID 2016;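 active means GFP response versus DMSO above a set limit, roughly screen mean plus 3 SD, cut at about 180% in these data; inconclusive means fewer than 70 cells counted for a yeast strain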;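 further: median GFP fluorescence of the barcode-gated MEP2-GFP cells per well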
LAP4 TOR yeast – alters LAP4-GFP fluorescence in TOR pathway yeast screen. GFP response vs DMSO, % at 10 µM. S. cerevisiae LAP4-GFP multiplex, flow cytometry GFP, 3 h; median GFP as percent of DMSO wells. AID 2023. actives 0.34% (n = 320,000);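 active means GFP response vs DMSO above a set limit, about the screen mean plus 3 SD, cut at about 150% in these data; inconclusive means under 70 cell events counted for the yeast strain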
RPL19A TOR yeast – yeast TOR pathway RPL19A-GFP modulation; S. cerevisiae RPL19A-GFP strain, flow cytometry, 3 h; stronger effect = lower value; percent response vs DMSO, % at 10 µM; actives 0.3% (n = 330,000);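 active means percent response vs DMSO below 50%; inconclusive means fewer than 70 events counted for the yeast strain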;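 further: median channel GFP fluorescence of the barcoded RPL19A-GFP strain; ratio of sample median GFP to plate DMSO average so 100% = DMSO; lower means less RPL19A-GFP as with rapamycin TOR inhibition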
AHR act – activates the human aryl hydrocarbon receptor; P35869; AHR-responsive luciferase reporter cells, luminescence; activation, % at 5 µM; actives 2.5% (n = 320,000); AID 2796; in the data active means activation above about 47%;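 further: 0% = vehicle wells and 100% = reference agonist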
Target sequence (P35869 whole entry, looked up): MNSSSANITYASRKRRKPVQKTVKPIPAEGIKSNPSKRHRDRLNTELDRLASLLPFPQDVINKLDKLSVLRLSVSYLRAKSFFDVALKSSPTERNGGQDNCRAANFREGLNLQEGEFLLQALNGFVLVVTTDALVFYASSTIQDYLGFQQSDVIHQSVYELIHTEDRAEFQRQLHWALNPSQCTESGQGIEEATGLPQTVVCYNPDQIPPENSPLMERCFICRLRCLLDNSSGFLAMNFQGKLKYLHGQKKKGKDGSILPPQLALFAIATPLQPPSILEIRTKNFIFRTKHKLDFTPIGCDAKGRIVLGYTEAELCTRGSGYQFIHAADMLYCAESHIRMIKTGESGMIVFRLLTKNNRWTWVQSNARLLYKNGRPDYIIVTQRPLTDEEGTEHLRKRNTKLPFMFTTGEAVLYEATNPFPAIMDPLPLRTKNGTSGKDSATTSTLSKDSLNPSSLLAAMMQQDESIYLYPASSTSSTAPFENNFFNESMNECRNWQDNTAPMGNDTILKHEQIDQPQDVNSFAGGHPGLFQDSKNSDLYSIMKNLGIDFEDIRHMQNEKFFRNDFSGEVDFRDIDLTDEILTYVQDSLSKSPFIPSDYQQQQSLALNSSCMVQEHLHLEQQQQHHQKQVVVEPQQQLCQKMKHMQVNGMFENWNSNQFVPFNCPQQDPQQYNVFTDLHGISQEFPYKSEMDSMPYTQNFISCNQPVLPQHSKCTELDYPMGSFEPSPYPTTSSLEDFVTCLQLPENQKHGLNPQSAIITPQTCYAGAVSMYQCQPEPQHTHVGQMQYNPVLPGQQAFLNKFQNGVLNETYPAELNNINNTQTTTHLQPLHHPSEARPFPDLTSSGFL
ZTA DNA inh – counter-screen for EBNA-1 inhibitors: inhibitors of Epstein-Barr virus ZTA | P03206 | inhibition, % at 11 µM | actives 0.15% (n = 320,000) | AID 2234 | ZTA-DNA binding, fluorescence polarization; in the data active means inhibition above about 33%
procasp3 activ – activators of human procaspase-3 | P42574 | recombinant procaspase-3 D3A, Ac-DEVD-pNA absorbance 405 nm | activation, % at 8.5 µM | actives 0.11% (n = 330,000);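 active means activation above the mean of all tested compounds plus 3 SD, cut at about 21% in these data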;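 further: 0% = DMSO alone and 100% = DMSO wells spiked with extra 5 µM PC-3 D3A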
Target sequence (P42574 whole entry D9A/D28A/D175A): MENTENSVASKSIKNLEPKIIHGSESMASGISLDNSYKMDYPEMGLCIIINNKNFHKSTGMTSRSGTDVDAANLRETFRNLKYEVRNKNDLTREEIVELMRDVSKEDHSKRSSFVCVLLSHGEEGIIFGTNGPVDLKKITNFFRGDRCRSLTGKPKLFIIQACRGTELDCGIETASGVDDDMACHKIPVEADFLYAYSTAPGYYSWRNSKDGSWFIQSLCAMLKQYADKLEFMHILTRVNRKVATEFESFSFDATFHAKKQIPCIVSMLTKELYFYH
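Test system: Procaspase-3 D3A mutant; medium: Zinc-free HEPES/NaCl buffer with 0.01% Triton X-100 at pH 7.4; reagent: DEVD-pNA substrate; doses: one concentration, 8.5 µM nominal, 0.8% DMSO; times: 1 h preincubation plus 2 h reaction at 25 °C; signal: Epi-absorbance at 405 nm of released p-nitroaniline, 0 and 120 min; replicates: singlicate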
Starred values were filed as active, the others as inactive; ? = inconclusive; . = no result given; [ ] = remark or other dose.

SMILES | EBNA-1 inh | proCasp7 act | MEP2 TOR yeast | LAP4 TOR yeast | RPL19A TOR yeast | AHR act | ZTA DNA inh | procasp3 activ
N#Cc1c(-c2ccc3c(c2)OCO3)cc[nH]c1=O | -4 | 8 | 111 | 96 | 110 | 3 | -22 | 1
CCOc1cc(S(=O)(=O)N2CCN(Cc3ccccc3)CC2)ccc1Br | 5 | 0 | 102 | 103 | 99 | -2 | 9 | -2
Cc1ccc(C2/C(=C(/O)c3ccc(Cl)cc3)C(=O)C(=O)N2CC2CCCO2)o1 (stereo not given) | 9 | -46 | 101 | 99 | 95 | 1 | -4 | -38
CC(C)c1ccc(OCc2ccc(C(=O)N3CCN(c4ccccn4)CC3)cc2)cc1 | 1 | 8 | 93 | 95 | 89 | 4 | -11 | 1
Cc1cc(Cl)ccc1OCCCC(=O)Nc1cccnc1 | 4 | -8 | 108 | 113 | 99 | 3 | 8 | 10
Cc1ccccc1Sc1ccc([N+](=O)[O-])cn1 | 10 | 4 | 104 | 112 | 103 | 0 | 8 | -1
COc1ccccc1-n1c(SCC(N)=O)nnc1-c1ccc(S(=O)(=O)N2CCCCC2)cc1 | 10 | -6 | 106 | 99 | 102 | 1 | -7 | 1
O=C(NCC1COc2ccccc2O1)C1C2C=CC3(CN(Cc4cccs4)C(=O)C13)O2 (stereo not given) | -2 | 1 | 109 | 103 | 107 | 4 | 9 | 8
COc1ccccc1CNC(=O)c1ccc(CS(=O)(=O)c2ccccc2C)o1 | 5 | -2 | 100 | 103 | 103 | 7 | 3 | -1
O=C(C1CCN(Cc2ccc(F)cc2)CC1)N(CCO)Cc1ccccc1 | -8 | 2 | 422*[may fluoresce violet] | 82[may fluoresce violet] | 67[may fluoresce violet] | 1 | 8 | -6
Nc1n[nH]c(N)c1N=Nc1cccc(F)c1 | 1 | 0 | 112 | 100 | 100 | 12 | -22 | 1
COc1cc(CCC(=O)N2CCN(c3ccc(N4CCOCC4)nn3)CC2)cc(OC)c1OC | -4 | 7 | 103 | 89 | 105 | 3 | 1 | 11
COc1ccc2c(Cl)c(C(=O)N/N=C/c3cccnc3)sc2c1 | 6 | 10 | 99 | 111 | 95 | 6 | 12 | 7
CCOc1ccc(-n2c(C)nc3cc(C(=O)NCc4ccco4)ccc32)cc1 | -7 | 3 | 101 | 103 | 99 | 1 | -10 | 4
N#CCSc1nnc(-c2c[nH]c3ccccc23)o1 | 7 | 5 | ? | 105[may fluoresce red] | ? | 33 | 9 | 3
Cc1ccc(S(=O)(=O)N(C)C)cc1NC(=O)C1CCCN(C(=O)c2ccc(Cl)cc2)C1 (stereo not given) | -1 | 5 | 91 | 90 | 88 | 5 | 7 | 11
Cc1cc(C(=O)OCC(=O)N2c3ccccc3CC2C)c(C)o1 (stereo not given) | 3 | -1 | 99 | 112 | 99 | 1 | -5 | -11
COc1ccccc1CNC(=O)c1ccncc1 | 11 | -10 | 108 | 85 | 107 | 3 | -2 | 0
Cn1ncc2c(Nc3cccc4ccccc34)ncnc21 | 9 | 0 | 106 | 102 | 101 | 28 | 15 | -1
CCOc1ccc(C(=O)Nc2ccc(N3CCN(C)CC3)cc2)cc1[N+](=O)[O-] | -8 | 4 | 100 | 108 | 97 | -1 | -14 | 0
COc1ccc(Cl)cc1S(=O)(=O)NC1CC(C)(C)NC(C)(C)C1 | -3 | 9 | 98 | 97 | 95 | -1 | 6 | 1
Cc1ccc(Nc2ccccc2)nn1 | -3 | -4 | 107 | 102 | 102 | 6 | -21 | -5
CC(OC1=CC(=O)CCC1)C(=O)c1ccccc1 (stereo not given) | 14 | -5 | 104 | 114 | 103 | -2 | 11 | -13
COc1ccc(CCN2CC(C(=O)NCc3nc4ccccc4n3C)CCC2=O)cc1 (stereo not given) | -10 | 0 | 95 | 96 | 90 | 4 | 2 | -2
CC(C)C(=O)N(Cc1ccc2c(c1)OCO2)Cc1ccccn1 | 3 | 11 | 102 | 100 | 103 | 3 | -15 | 9

Random excerpt: 2 entries already listed, in no set order.
SMILES | EBNA-1 inh | proCasp7 act | MEP2 TOR yeast | LAP4 TOR yeast | RPL19A TOR yeast | AHR act | ZTA DNA inh | procasp3 activ
Nc1n[nH]c(N)c1N=Nc1cccc(F)c1 | 1 | 0 | 112 | 100 | 100 | 12 | -22 | 1
CC(C)C(=O)N(Cc1ccc2c(c1)OCO2)Cc1ccccn1 | 3 | 11 | 102 | 100 | 103 | 3 | -15 | 9

(list continues)
SMILES | EBNA-1 inh | proCasp7 act | MEP2 TOR yeast | LAP4 TOR yeast | RPL19A TOR yeast | AHR act | ZTA DNA inh | procasp3 activ
COC1=C/C(=C/c2c(N)n3nc(CC(=O)N4CCOCC4)sc3nc2=O)C=CC1=O | -20 | 0 | 104 | 82 | 105 | 5 | -10 | -3
Cc1nc2cc(F)ccc2n1C1CCN(S(=O)(=O)c2ccccc2)CC1 | 7 | 7 | 102 | 101 | 100 | 3 | 2 | 5
COc1ccc(CC(=O)OCC(=O)Nc2ccc(N3CCOCC3)cc2)cc1 | -3 | 5 | 101 | 91 | 98 | -3 | -11 | -1
O=C(NCC(=O)N(Cc1cccs1)C(C(=O)NC1CCCC1)c1ccco1)c1cccs1 (stereo not given) | 6 | 7 | 93 | 89 | 94 | 3 | -8 | 7
O=C(Nc1ccc(S(=O)(=O)NC2CCCCC2)cc1)c1ccco1 | -2 | -5 | 110 | 104 | 102 | 1 | 3 | -8
COCCCn1c(-c2ccc(Cl)cc2)n[nH]c1=S | -5 | -3 | 97 | 91 | 102 | 0 | 5 | -1
CN(C)c1ccc(/C=N\NC(=O)c2cccc3cc[nH]c23)cc1 | -7 | -12 | 105 | 114 | 99 | 16 | 2 | -5
O=C(Nc1ccccc1F)c1cc(-c2ccco2)nc2ccccc12 | -6 | 4 | 99 | 105 | 103 | 60* | -17 | 5
CN1CCN(/N=C/c2ccc(N(c3ccccc3)c3ccccc3)cc2)CC1 | 4 | -22 | 101 | 107 | 95 | -5 | -5 | -28
Cc1nc(NCCc2ccc(Cl)cc2)c2nnn(Cc3ccccc3)c2n1 | -3 | 2 | 112 | 93 | 100 | 1 | 3 | 2
Cc1cccc(C2CC(c3ccc(Cl)cc3)Nc3nc(N)nn32)c1 (stereo not given) | -3 | -2 | 112 | 108 | 100 | 0 | 2 | -2
O=S(=O)(c1cccc(S(=O)(=O)N2CCOCC2)c1)N1CCCCC1 | 6 | 4 | 279*[may fluoresce violet] | 84[may fluoresce violet] | 40*[may fluoresce violet] | -4 | 9 | 6
CC(C)Cc1ccc(S(=O)(=O)Nc2ccccn2)cc1 | -10 | 1 | 100 | 112 | 98 | 0 | -14 | 4
C/C=C(\C)C(=O)Nc1cccc(C2=NOC3(C2)C[C@@H](C(N)=O)N(C(=O)c2ccccc2C(=O)c2ccccc2)C3)c1 (stereo not given in full) | -2 | -3 | 95 | 108 | 96 | -1 | -6 | 1
Fc1ccc(C2CCCN2Cc2nc(Cc3ccccc3)no2)cc1 (stereo not given) | -2 | -2 | 109 | 108 | 96 | 1 | -14 | 1
COc1ccc(/C=N/NC(=O)Nc2ccc3nsnc3c2)c(OC)c1 | -3 | 4 | 106 | 93 | 102 | 22 | 9 | 4
Cc1ccc(OCCC(=O)OCC(=O)Nc2c(C)nn(-c3ccccc3)c2C)cc1 | -10 | -2 | 90 | 91 | 98 | 2 | -4 | -5
COc1ccc(-c2ncncc2-c2csc(C)n2)c(O)c1OC | -14 | 3 | 99 | 99 | 98 | 11 | -8 | -5
COC(=O)c1coc(-c2ccc(OC)cc2)c1C(=O)OC | 6 | 9 | 101 | 109 | 101 | 3 | 9 | -5
N/C(=N\OC(=O)Cc1ccc(Cl)cc1)c1ccccn1 | 1 | 5 | 98 | 94 | 90 | 1 | -10 | 3
O=C(CSc1nnc(CNC(=O)c2cccc(C(F)(F)F)c2)o1)NCc1ccco1 | 7 | -5 | 99 | 102 | 97 | -1 | 4 | -3
CCN(C(=O)CSc1ccccn1)C1CCCCC1 | . | -6 | 98 | 104 | 97 | 1 | . | 0
CCOC(=O)c1sc(NC(=O)CN2C(=O)c3cccc4cccc(c34)C2=O)nc1C | -2 | 3 | 99 | 93 | 97 | -1 | -27 | 0
COc1ccc2cc3cc(C(=O)NCc4ccc5c(c4)OCO5)oc3nc2c1 | -22 | -5 | 108 | 110 | 104 | -12 | 4 | -2
COc1ccc(Cl)cc1C(=O)N(Cc1nc(-c2cccc(C)c2)no1)C(C)C | 2 | 1 | 97 | 96 | 110 | 11 | -5 | 7
SMILES | EBNA-1 inh | proCasp7 act | MEP2 TOR yeast | LAP4 TOR yeast | RPL19A TOR yeast | AHR act | ZTA DNA inh | procasp3 activ
Cc1nc(C)c(C(=O)OC(C)C(=O)Nc2ccc(F)cc2)s1 (stereo not given) | . | 2 | 101 | 105 | 99 | -1 | 8 | 8
COc1ccc(CN(C)C(=O)c2ccc(OCC(=O)N3CCOCC3)c(OC)c2)cc1 | . | -13 | 98 | 102 | 98 | 1 | -7 | 4
CCOC(=O)N1CCC(N2C(=O)c3ccccc3C2Nc2cc(C)cc(C)c2)CC1 (stereo not given) | -12 | 4 | 98 | 101 | 97 | 0 | -5 | -1
COc1cc2c(cc1OC)n(CC(=O)NC1CCCCCC1)n1c(C)cc(=O)nc21 | -4 | 0 | 116 | 105 | 105 | 2 | 8 | -2
NC(=O)c1cn(-c2ccccc2)nc1-c1cc2ccccc2oc1=O | 9 | 1 | 98 | 90 | 100 | 3 | 0 | -1
CC1(C)OC(=CC=Nc2ccc(Cl)cc2)OC1(C)C | -14 | -7 | 101 | 107 | 101 | -1 | -10 | -1
Cc1ccc(-c2nc(CSc3nc4ccccc4c(=O)n3C)cs2)cc1 | -4 | 6 | 100 | 87 | 100 | 3 | 2 | 6
CCOC(=O)c1[nH]ncc1CN1CCC(Cc2cccc(OC)c2)(C(=O)OCC)CC1 | -3 | 7 | 80 | 82 | 84 | 4 | -7 | 4
Cc1cc(NC(=O)Nc2c[nH]c(=O)[nH]c2=O)ccc1Br | 24 | 2 | 107 | 93 | 106 | 14 | 7 | 4
COc1ccc(C(=O)N/N=C/c2ccc(OC)c(COc3ccccc3)c2)cc1 | 1 | -4 | 102 | 104 | 105 | 8 | -8 | 2
CCOc1ccc(C2C3=C(CCCC3=O)Nc3nc(C(F)(F)F)nn32)cc1OC (stereo not given) | 10 | 7 | 110 | 93 | 96 | -1 | 13 | -4
COc1ccc(CN2CCC(C(=O)N(C)CCc3ccc(OC)c(OC)c3)CC2)c(OC)c1 | 3 | 7 | 101 | 95 | 100 | 0 | 9 | 0
Cc1cc(C(=O)NNS(=O)(=O)c2ccccc2C(F)(F)F)nn1C(C)(C)C | -1 | 7 | 105 | 113 | 102 | 33 | 3 | 7
Cc1ccccc1-c1noc(CCC(=O)NCc2ccco2)n1 | -8 | 0 | 101 | 110 | 100 | -1 | 4 | -1
Cc1nc2cc(NC(=O)C3COc4ccccc4O3)ccc2s1 (stereo not given) | -3 | 11 | 88 | 95 | 92 | 2 | 3 | 4
COc1ccc(CC(=O)N(Cc2ccccc2)c2cccc(C)c2)cc1OC | 5 | 12 | 99 | 102 | 100 | 18 | 12 | 4

A second format for 2 compounds above:
Value order – EBNA-1 inh | proCasp7 act | MEP2 TOR yeast | LAP4 TOR yeast | RPL19A TOR yeast | AHR act | ZTA DNA inh | procasp3 activ
> Cc1nc2cc(NC(=O)C3COc4ccccc4O3)ccc2s1 (stereo not given)
 : -3 | 11 | 88 | 95 | 92 | 2 | 3 | 4
> COc1ccc(CC(=O)N(Cc2ccccc2)c2cccc(C)c2)cc1OC
 : 5 | 12 | 99 | 102 | 100 | 18 | 12 | 4
